High-throughput results deposited in PubChem BioAssay by The Scripps Research Institute Molecular Screening Center.
PAFAH1B3 FP inh: inhibitors of human PAFAH1B3. actives 0.28% (n = 340,000). Q15102. AID 492972. recombinant PAFAH1B3, FP-rhodamine probe, fluorescence polarization. inhibition, % at 3.39 µM;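 active means inhibition above the screen-wide average of all tested compounds plus 3 SD, cut at about 25% in these data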;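 further: 0% = enzyme with DMSO only and 100% = wells lacking PAFAH1B3 protein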
pPAFAH inh: pPAFAH (human) enzyme inhibition; inhibition, % at 3.39 µM; Q13093; recombinant pPAFAH, FP-rhodamine probe fluorescence polarization; actives 1.5% (n = 330,000); AID 463082;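 active means inhibition above the mean inhibition across the screen plus 3 SD, cut at about 25% in these data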;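 further: inhibitors block binding of the rhodamine activity-based probe so polarization drops; 0% = enzyme with DMSO and 100% = wells lacking pPAFAH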
PAD4 inh: PAD4 (human) enzyme inhibition; Q9UM07; recombinant PAD4, RCA probe fluorescence polarization; inhibition, % at 6.36 µM; actives 0.41% (n = 330,000); AID 485272;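 active means percent inhibition above a cutoff equal to the mean of all tested compounds plus 3 SD, cut at about 15% in these data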;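 further: 0% = PAD4 with RCA probe and DMSO and 100% = probe without PAD4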
Target sequence (Q9UM07 whole entry, looked up): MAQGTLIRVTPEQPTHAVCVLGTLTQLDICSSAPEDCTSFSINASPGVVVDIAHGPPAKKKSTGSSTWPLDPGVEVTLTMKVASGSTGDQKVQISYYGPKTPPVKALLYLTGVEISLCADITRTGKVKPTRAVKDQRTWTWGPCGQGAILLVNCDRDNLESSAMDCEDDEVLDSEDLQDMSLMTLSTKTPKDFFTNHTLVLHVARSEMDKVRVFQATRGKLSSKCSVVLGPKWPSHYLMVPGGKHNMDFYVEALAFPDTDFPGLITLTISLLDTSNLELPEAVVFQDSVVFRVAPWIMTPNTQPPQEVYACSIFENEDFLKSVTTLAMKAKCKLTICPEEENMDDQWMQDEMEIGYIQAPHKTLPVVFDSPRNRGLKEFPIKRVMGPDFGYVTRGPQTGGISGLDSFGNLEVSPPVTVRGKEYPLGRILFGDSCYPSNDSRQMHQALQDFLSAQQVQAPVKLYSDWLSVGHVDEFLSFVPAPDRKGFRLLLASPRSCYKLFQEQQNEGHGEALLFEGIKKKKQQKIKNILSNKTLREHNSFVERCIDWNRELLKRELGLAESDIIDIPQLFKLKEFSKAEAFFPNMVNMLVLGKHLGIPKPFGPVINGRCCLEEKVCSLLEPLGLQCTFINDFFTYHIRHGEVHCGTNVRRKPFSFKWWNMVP
LYPLA2 counter: blocks human lysophospholipase 2, a PME1 counter-screen; O95372; recombinant LYPLA2, FP-Rh probe fluorescence polarization; inhibition, % at 5.9 µM; actives 0.38% (n = 320,000); AID 2177;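 active means inhibition above the screen-wide mean plus 3 SD, limit set per campaign, cut at about 26% in these data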;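 further: 0% = LYPLA2 with DMSO and 100% = wells lacking LYPLA2 enzyme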
PREPL inh: inhibitors of human prolyl oligopeptidase-like enzyme PREPL; AID 2751; Q4J6C6; inhibition, % at 5.96 µM; recombinant PREPL, fluorescence polarization activity-based probe; actives 0.68% (n = 320,000); in the data active means inhibition above about 43%;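 further: 0% = enzyme with DMSO and 100% = wells lacking enzyme; many of its hits are not listed in these tables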
PAFAH1B2 inh: blocks human PAF acetylhydrolase 1b catalytic subunit 2; inhibition, % at 3.39 µM; P68402; AID 492953; actives 1.2% (n = 340,000); recombinant PAFAH1B2, FP-rhodamine activity probe, fluorescence polarization;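 active means inhibition above the mean of all tested compounds plus 3 SD, cut at about 24% in these data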;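 further: 0% = enzyme with DMSO and 100% = wells lacking PAFAH1B2; many of its hits are not listed in these tables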
GSTO1 counter: blocks human GSTO1 in RBBP9 counter-screen | recombinant GSTO1, activity-based probe fluorescence polarization | inhibition, % at 5.96 µM | actives 1.1% (n = 300,000);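 active means inhibition above the campaign mean inhibition plus 3 SD, cut at about 35% in these data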;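 further: 0% = GSTO1-1 with DMSO and 100% = wells lacking GSTO1-1 enzyme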
LYPLA1 counter: blocks human lysophospholipase 1, a PME1 counter-screen | O75608 | recombinant LYPLA1, FP-Rh probe fluorescence polarization | inhibition, % at 5.9 µM | actives 0.16% (n = 320,000) | AID 2174;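 active means inhibition above the mean of all tested compounds plus 3 SD, set per campaign, cut at about 14% in these data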;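 further: inhibitors block serine hydrolase probe labeling of LYPLA1 so polarization falls; 0% = enzyme with DMSO and 100% = wells lacking LYPLA1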
Target sequence (O75608 whole entry, looked up): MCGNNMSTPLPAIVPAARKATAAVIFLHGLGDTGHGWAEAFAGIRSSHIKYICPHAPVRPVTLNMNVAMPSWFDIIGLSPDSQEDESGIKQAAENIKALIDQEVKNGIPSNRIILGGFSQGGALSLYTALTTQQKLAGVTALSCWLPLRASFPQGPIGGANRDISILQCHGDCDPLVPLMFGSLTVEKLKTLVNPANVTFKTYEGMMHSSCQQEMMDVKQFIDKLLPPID
PAFAH2 inh: inhibitors of human PAFAH2 | inhibition, % at 3.39 µM | actives 0.99% (n = 340,000) | Q99487 | recombinant PAFAH2, FP-rhodamine activity probe, fluorescence polarization;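 active means inhibition above the mean over all tested compounds plus 3 SD, cut at about 30% in these data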;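 further: inhibitors block probe labeling of enzyme so polarization drops; 0% = enzyme with DMSO and 100% = wells lacking PAFAH2 protein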
* hit, by the source's call; x = no result given.

Values run as follows: PAFAH1B3 FP inh	pPAFAH inh	PAD4 inh	LYPLA2 counter	PREPL inh	PAFAH1B2 inh	GSTO1 counter	LYPLA1 counter	PAFAH2 inh
O=C1CSC(c2ccc(Cl)cc2)N1Nc1nc(N2CCOCC2)nc(N2CCOCC2)n1 (stereo unspecified)
→ 2	2	-2	6	19	5	3	3	5
CC(=O)c1ccc(NC(=O)c2cc(C)nc3ccccc23)cc1
→ 1	1	6	6	-3	-1	4	2	-5
COC(=O)Cc1nc(Nc2ccccc2)sc1C
→ x	4	1	7	24	x	-8	1	x
CCN(CC)c1ccc(NC(=O)CSc2n[nH]c(-c3ccco3)n2)cc1
→ -1	8	-3	4	5	9	2	3	7
CCS(=O)(=O)Nc1cccc(C2=NN(C(=O)c3ccco3)C(c3ccco3)C2)c1 (stereo unspecified)
→ 1	0	-3	3	9	3	-2	-4	14
CCc1ccc(Nc2nnc(SCC(=O)Nc3sccc3C(N)=O)s2)cc1
→ 5	11	-3	-17	8	0	1	-11	-8
O=C(Nc1ccc(N2CCN(C(=O)c3ccco3)CC2)cc1)c1ccccc1
→ 3	7	-6	11	4	-3	1	6	1
Cc1nnc(-c2cnn(C)c2N)n1CCCN(C)C
→ 8	0	2	12	15	7	13	4	-2
Cc1ccc2oc(-c3ccc(NC(=O)c4ccc5c(c4)OCO5)cc3)nc2c1
→ -12	1	-2	-3	-2	-11	-9	-5	-14
CC(C)OC(=O)COc1ccc(-c2ccccc2)cc1
→ 1	6	-1	6	6	3	6	-1	3
Cc1c(NC(=O)COC(=O)CCC(=O)c2ccc(Cl)cc2)c(=O)n(-c2ccccc2)n1C
→ 10	12	0	-1	11	5	-2	0	2
O=C(O)c1ccc2nc(-c3ccccc3)sc2c1
→ 9	-1	0	-1	15	-1	-1	4	0
O=C(CCc1ccc(S(=O)(=O)N2CCOCC2)cc1)Nc1cc(Cl)ccc1N1CCOCC1
→ -2	8	-6	5	20	-1	5	2	-4
N#Cc1c(Nc2ccccc2)sc(C(=O)c2ccccc2)c1N
→ 10	21	-5	8	46*	-2	8	0	5
CS(=O)(=O)N(CC(=O)NC1CCCCC1)Cc1ccc(Cl)cc1
→ 1	4	0	-2	2	14	6	2	0
CCOc1ccc(NC(=O)CSc2nc(C3CC3)nc3ccccc23)cc1
→ 12	4	0	-6	4	2	-4	0	5
COc1ccc(CNC(=O)C/C(C)=N/NC(=O)C23CC4CC(CC(C4)C2)C3)cc1
→ 9	0	-1	-1	-1	12	0	-2	7
O=C(NCc1cccnc1)C(=O)NC1CCCCC1
→ 2	-2	0	-4	0	0	-5	1	-1
CN1CCN(C2=NC(=O)/C(=C/c3ccccc3OS(=O)(=O)c3ccccc3)S2)CC1
→ 2	2	-4	-7	-11	9	-2	-1	10
Cc1ccc(S(=O)(=O)n2nc(OC(=O)c3cccc(F)c3)cc2N)cc1
→ 8	2	1	3	-8	9	5	4	-3
CCOC(=O)c1c(NC(=O)c2ccccc2)sc2c(O)c(CN(CC)CC)ccc12
→ -7	8	-2	-6	17	-5	15	-5	-5
Cc1cccc(NC(=O)CSc2nc(N)cc(N)n2)c1
→ 1	5	9	2	14	4	6	3	-5
Cn1cccc1/C=N/N1CCN(c2ccccc2)CC1
→ 0	2	-4	-3	19	5	-1	2	2
COC(=O)c1cccc(NC(=O)c2onc3c2CCCC3)c1
→ 15	0	1	-6	-5	6	2	0	-2
Cc1cccc(/C(N)=N/OC(=O)c2cccc3ccccc23)c1
→ 5	8	-4	2	-2	2	-7	-6	8
O=C(Cn1cnc2ccccc2c1=O)N1CCN(S(=O)(=O)c2ccc(F)cc2)CC1
→ 3	1	-6	4	0	3	x	1	-6
CC(C)CC1NC(=S)N(Cc2ccccc2)C1=O (stereo unspecified)
→ 12	1	-2	-1	-9	8	2	-4	-2
COC(=O)[C@@H](Cc1c[nH]c2ccccc12)NC(=O)CCC(=O)c1ccc(F)cc1
→ -3	5	-4	-5	1	7	3	-3	3
Cn1c(N)c(N2CCN(c3ccccc3)CC2)c(=O)[nH]c1=O
→ 6	8	-9	-5	-3	1	-1	-1	1
COC(=O)c1c(NC(=O)c2ccc(C)c(S(=O)(=O)Nc3ccccc3C)c2)sc2c1CCCC2
→ -7	1	-8	-2	8	-1	0	0	-16

Some of these compounds in order of their number in PAFAH2 inh, lowest first:
smiles | PAFAH2 inh
CCc1ccc(Nc2nnc(SCC(=O)Nc3sccc3C(N)=O)s2)cc1 | -8
COC(=O)[C@@H](Cc1c[nH]c2ccccc12)NC(=O)CCC(=O)c1ccc(F)cc1 | 3
Cc1cccc(/C(N)=N/OC(=O)c2cccc3ccccc23)c1 | 8

(list continues)
Values run as follows: PAFAH1B3 FP inh	pPAFAH inh	PAD4 inh	LYPLA2 counter	PREPL inh	PAFAH1B2 inh	GSTO1 counter	LYPLA1 counter	PAFAH2 inh
O=C(CCNc1cc(Cl)cc(Cl)c1)c1ccco1
→ 2	1	2	9	3	0	5	3	10
CCOC(=O)N/N=C1\CCS(=O)(=O)c2ccc(Cl)cc21
→ 8	3	0	-1	4	5	-3	1	-4
c1cncc(-c2nc(NCc3ccco3)c3ccccc3n2)c1
→ -1	3	0	-3	-1	7	-3	0	-7
CC(CCCCCCCCC(=O)O)N(CCO)C(=O)OC(C)(C)C (stereo unspecified)
→ 5	0	6	5	7	11	x	-2	3
O=C(CSc1nc2ccccc2o1)Nc1cc(C(F)(F)F)ccc1N1CCOCC1
→ 5	7	4	3	11	6	8	-1	-1
CCNC(=O)Cn1cc(C#N)c2ccccc21
→ 1	-2	2	2	25	2	-1	-1	-4
Cc1ccc(NC(=O)COC(=O)C2CC2C)c(S(=O)(=O)N2CCCCC2)c1 (stereo unspecified)
→ 0	5	1	3	3	-11	0	-4	82*
COc1ccc2nc(C)cc(Nc3ccc(N4CCOCC4)cc3)c2c1
→ -10	7	-1	3	35	0	5	3	5
COCC1CCN(C(=O)c2ccc3oc(Cc4ccc(Cl)cc4)nc3c2)C1 (stereo unspecified)
→ 0	3	-3	2	2	3	4	1	7
CCNC(=S)SCCOc1ccc(C)cc1
→ 9	2	-5	2	4	6	3	0	2
NC(N)=NC1=NC(=O)C(Cc2ccccc2)S1 (stereo unspecified)
→ 11	-2	-4	4	5	6	8	3	6
COc1ccc(N2CCN(c3nc(Nc4ccc(C)c(F)c4)nc(N4CCCC4)n3)CC2)cc1
→ 6	0	2	3	30	4	0	3	1
Cc1nc(C(C)NC(=O)CCc2nnc(CCCc3ccccc3)o2)c(C)s1 (stereo unspecified)
→ 3	3	-1	-1	-3	10	2	-1	16
O=C(NCCCN1CCN(Cc2ccccc2Cl)CC1)Nc1ccccc1
→ 2	4	-4	4	11	6	-13	-1	6
COc1cccc(NC(=O)CN2C(=O)COc3ccc(C)cc32)c1
→ -3	-3	1	31*	-9	-2	5	3	0
CC(C)(C)OC(=O)NCCCC1=CC2=CC(=O)C(C)(OC(=O)C3CCCC3)C(=O)C2=CO1 (stereo unspecified)
→ x	41*	26*	9	5	x	13	13	x
C/C(CC(C)(C)C1CCCCC1)=N\NC(N)=S
→ 2	6	-2	2	-4	41*	5	0	2
NC(=O)c1ccsc1NC(=O)CSc1nnc(NC2CC2)s1
→ 4	0	-3	x	8	3	x	x	0
O=C(NCC(O)c1ccccc1)c1ccc(Cl)c(S(=O)(=O)N2CCCCC2)c1 (stereo unspecified)
→ -2	-4	-4	-4	-2	5	-2	-3	3
O=C(CCS(=O)(=O)c1ccc(F)cc1)Nc1nc(-c2ccccn2)cs1
→ 6	0	-3	1	14	7	-1	2	8
Cc1ccc(N2CC(C(=O)Nc3ccccc3C(=O)NC3CCCCC3)CC2=O)cc1C (stereo unspecified)
→ 7	0	4	-10	8	-2	5	2	-7
CC(C)C[C@H](NC(=O)C1CC(=O)N(c2ccc3c(c2)OCO3)C1)C(=O)NC1CCCC1 (stereo partly specified)
→ 9	-1	2	1	17	6	12	-1	-4
Cc1nn(C(=O)CCCC(=O)NCc2ccccc2)c2ccccc12
→ 1	4	4	1	-2	2	1	-1	-2
COc1cc(CN2CCNC(=O)C2CC(=O)N(C)Cc2cccnc2)cc(OC)c1 (stereo unspecified)
→ -1	-2	0	3	12	0	7	-1	-1
CCn1c(NCc2cccs2)nc2ccccc21
→ 2	3	-4	-1	11	0	2	-2	-6
CCSc1nnc(NC(=O)CSc2nccn2-c2cccc(C)c2)s1
→ 9	2	3	-7	-13	6	-5	-3	8
NNC(=O)CN(CCc1ccccc1)S(=O)(=O)c1ccc(Cl)cc1
→ 6	-2	-5	-4	-14	10	-7	-4	6
O=C(C1CCN(c2nnc(-n3cccc3)s2)CC1)N1CCN(Cc2ccc3c(c2)OCO3)CC1
→ 13	3	-4	34*	24	2	3	4	5
COc1ccc(NC(=O)CCC(=O)N(Cc2ccc(OC)c(OC)c2)c2nccs2)cc1
→ 8	7	1	7	5	3	0	6	3
c1ccc(-c2c[nH]c3[n+]2CCCCC3)cc1
→ 7	6	8	2	10	9	0	-3	-2
Cc1cc(C)cc(NC(=O)Cn2ncn3c(cc4ccccc43)c2=O)c1
→ 2	0	-1	2	16	-2	3	5	6
COc1ccc(NS(=O)(=O)c2cccc(C(=O)NN=Cc3ccc(OC)c(O)c3)c2)cc1
→ 15	32*	-2	x	12	13	x	x	2
COc1cccc(NC(=S)NC(=O)/C=C/c2ccco2)c1
→ 12	21	-4	-6	-1	3	9	-3	12
CCn1c(-c2ccc(C(C)(C)C)cc2)n[nH]c1=S
→ 2	1	-4	6	-5	6	3	-1	-5
COC(=O)C1=C(C(=O)OC)[C@@H]2N(Cc3ccccc3)c3ccccc3[C@@]23C[C@@H](C(=O)OC)N=C3N1
→ 8	5	-3	0	15	2	-3	-5	-4
C=CCOc1c(CCC)cc(CCC)cc1C(N)=O
→ 8	23	0	1	6	5	-6	1	-7
CCc1ccc(NC(=O)CSc2nc3n[nH]c(C)c3c(=N)n2-c2cccc(OC)c2)cc1
→ -2	-17	2	-61	12	1	14	-37	-33
COc1ccc(Br)cc1/C=N/Nc1cccc(C(=O)O)c1
→ 1	7	3	5	1	-2	6	4	2
O=C(CCNS(=O)(=O)c1cccc2nonc12)NC1CCCCCC1
→ 1	3	0	0	-7	7	5	-2	-3
CCOc1ncccc1C(=O)N1CCN(S(=O)(=O)c2ccccc2)CC1
→ 1	2	-4	4	9	-3	9	0	-9
Cc1nc(N2CCC(C)CC2)c2c(C)c(C(=O)Nc3ccc4c(c3)OCCO4)sc2n1
→ 1	-3	0	-6	18	5	5	-6	5
Cc1ccccc1C(=O)N1CCN(c2nc(N3CCOCC3)nc(N3CCOCC3)n2)CC1
→ 9	2	0	-2	-2	3	5	2	-3
COc1ccc(OC)c(-n2c(SCC(=O)NCC3CCCO3)nc3ccccc3c2=O)c1 (stereo unspecified)
→ 2	-1	2	x	18	2	x	x	-3
O=C(Nc1ccc(N2CCN(C(=O)c3ccco3)CC2)cc1)c1cccnc1Cl
→ 7	-1	0	16	-2	-2	1	-1	-2
C/C(CC(=O)N1CCN(C=O)CC1)=N\NC(=O)c1ccc([N+](=O)[O-])cc1
→ -3	1	1	1	4	0	12	2	-4
Cc1cccc(-c2cccc(NC(=O)C3CCCN(C(=O)c4csc(C)n4)C3)c2)c1 (stereo unspecified)
→ 2	3	-5	-4	-28	-2	-41	-3	-1
Cc1cccc(C)c1NC(=S)N1CCCN(C)CC1
→ 1	1	-1	0	0	-1	6	-2	0
Oc1ccc(Nc2ccnc3cc(Cl)ccc23)cc1
→ -2	2	-2	-1	21	4	-2	3	10
Cc1ccc(N(CC(=O)NCCSCc2ccco2)S(C)(=O)=O)cc1
→ 9	6	-4	-7	8	0	8	-1	2

The list is partial; count on the stated rates, not on these rows.
